Bioassay records deposited in PubChem BioAssay by National Center for Advancing Translational Sciences (NCATS).
Nrf2 activator: qHTS of Nrf2 Activators; Potency, µM (highest dose often 46.1 µM), for inactives: top-dose activation, most hits filed as activators; AID 624171, 2012; AREc32 ARE-luciferase reporter (MCF7-derived line), luminescence, 24 h; 410,000 compounds, 0.31% hits; also: potency is read from the fitted curve at half-maximal effect; % of control where 0% means no effect; nearly all actives have a fitted effect of over 65% in size
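Reporter line AREc32 (ARE-Fluc), seeded overnight in OPTI-MEM with 5% FBS; compound pin-transferred, 24 hr at 37 deg C, 5% CO2; luminescent read-out.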
A549 tox: Nrf2 qHTS screen for inhibitors: counterscreen for cytotoxicity. A549 ARE-Fluc cells, CellTiter-Fluor viability, 18-24 h. 390,000 compounds, 0.16% hits. Potency, µM (highest dose often 46 µM), without a hit: top-dose activity change, negative = cytotoxicity, most hits filed as inhibitors; also: potency is read from the fitted curve at half-maximal effect; % is scaled to controls: 0 for no effect and ±100 for the full control effect
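Cytotoxicity counterscreen: CellTiter-Fluor fluorescence was measured in A549 ARE_Fluc cells after 18-24 h of compound exposure in a concentration series. The subsequent BugLite luminescent read reports ARE-luciferase activity.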
IL-2 act: qHTS of IL-2 Activators. 360,000 compounds, 0.065% hits. activation, % (series mostly up to about 46 µM). IL-2 activation reporter assay, cell-based qHTS; stimulated with anti-CD3/CD4/CD28 beads; in transgenic mouse T cells; in the data active = activation above about 50%; inconclusive = mostly about 30% to 49%; also: 0% is about no effect
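Screening format: compound pinned onto unstimulated transgenic mouse T cells, 60 min incubation, then anti-CD3/anti-CD4/anti-CD28 bead stimulation for 18 hours at 37 degrees C, followed by EGFP and DsRed detection.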
ATXN2 expr inh: Primary qHTS for Inhibitors of ATXN expression. 360,000 compounds, 0.72% hits. HEK-293 ATXN2-luciferase reporter, luminescence, 24 h. Potency, µM (top dose mostly 57 µM), without a hit: at the highest dose activity change, negative = inhibition, actives largely listed as inhibitors; also: potency is read from the fitted curve at half-maximal effect; % is scaled to controls: 0 for no effect and ±100 for the full control effect; nearly all actives have a fitted effect of over 55% in size
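qHTS (up to 57 uM final) was run with 24 h compound exposure of reporter cells at 37 °C. Each well was multiplexed: SteadyGlo luminescence measured ATXN2-luciferase expression after a fluorogenic Gly-Phe-AFC viability readout (25 uM final).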
HepG2 viability: qHTS for Inhibitors of TGF-b: Cytotox Counterscreen; HepG2 CAGA-GFP viability, ATP luminescence, 18 h; Potency, µM (series often up to 46.1 µM), for the others: at the highest dose activity change, negative = cytotoxicity, most hits filed as cytotoxic; 410,000 compounds, 0.76% hits; also: potency is read from the fitted curve at half-maximal effect; some results filed as inactive show a strong effect at the top dose
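CellTiter-Glo luminescence gave cytotoxicity after 18 hours at 37 degrees C. The cells were HepG2 CAGA-GFP in 1% FBS DMEM, stimulated with 500 pg/mL TGF-beta after compound addition. %Activity was normalised to no-cell wells (complete cell-killing) and DMSO (no toxicity), and curves were fitted and classified.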
S2 tox: Viability Counterscreen for Primary qHTS for Inhibitors of ATXN expression; Potency, µM (doses to about 56.7 µM), actives largely listed as cytotoxic; S2 cells (HEK-293 line with an ATXN2-luciferase reporter) viability, CellTiter-Fluor protease fluorescence, 24 h; 400,000 compounds, 0.49% hits; also: potency is read from the fitted curve at half-maximal effect; nearly all actives have a fitted effect of over 40% in size
TGFb inhibitor: qHTS for Inhibitors of TGF-b; HepG2 CAGA-GFP TGF-b/SMAD3 reporter, GFP fluorescence, 18 h; TGF-beta stimulated, 500 pg/mL final; Potency, µM (titrated, usually from 46.1 µM), without a hit: top-dose activity, negative = inhibition, hits mostly inhibitors; 410,000 compounds, 1.2% hits; also: potency is read from the fitted curve at half-maximal effect; % is scaled to controls: 0 for no effect and ±100 for the full control effect; nearly all actives have a fitted effect of over 65% in size
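Inhibition was scored as loss of TGF-beta-induced (500 pg/mL final, 18 hours, 37 degrees C) GFP in HEPG2 cells carrying a CAGA-GFP reporter, in DMEM with 1% FBS. Well GFP was summed per cell; Activity was normalised to unstimulated and stimulated DMSO wells, then concentration-response fitting.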
Nrf2 block: Nrf2 qHTS screen for inhibitors; A549 ARE-Fluc reporter, luciferase luminescence, 18-24 h; Potency, µM (highest dose often 46 µM), without a hit: at the top dose activity change, negative = inhibition, hits mostly inhibitors; 360,000 compounds, 2.1% hits; AID 504444, 2011; also: potency is read from the fitted curve at half-maximal effect; % is scaled to controls: 0 for no effect and ±100 for the full control effect; nearly all actives have a fitted effect of over 60% in size
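Nrf2 activity is the BugLite luminescence, read 15 min after reagent at room temperature, following CellTiter-Fluor cytotoxicity readout (30 min, 37C). Compound titrations were applied for 18-24 h to 5000 A549 ARE_Fluc cells/well in 5% FBS OPTI-MEM.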
EPAC2 agonist: qHTS for Agonist of cAMP-regulated guanine nucleotide exchange factor 4 (EPAC2): primary screen | Rap guanine nucleotide exchange factor 4 (Homo sapiens), Q8WZA2 | EPAC2 activation, biochemical qHTS; response scale: 100% = 6.5 mM cAMP response | Potency, µM (titrated, usually from 154 µM), inactives show at the highest dose activation, most hits filed as activators | 360,000 compounds, 0.079% hits | AID 720711, 2013; also: potency is read from the fitted curve at half-maximal effect; nearly all actives have a fitted effect of over 50% in size
Target sequence (Q8WZA2 whole entry, looked up): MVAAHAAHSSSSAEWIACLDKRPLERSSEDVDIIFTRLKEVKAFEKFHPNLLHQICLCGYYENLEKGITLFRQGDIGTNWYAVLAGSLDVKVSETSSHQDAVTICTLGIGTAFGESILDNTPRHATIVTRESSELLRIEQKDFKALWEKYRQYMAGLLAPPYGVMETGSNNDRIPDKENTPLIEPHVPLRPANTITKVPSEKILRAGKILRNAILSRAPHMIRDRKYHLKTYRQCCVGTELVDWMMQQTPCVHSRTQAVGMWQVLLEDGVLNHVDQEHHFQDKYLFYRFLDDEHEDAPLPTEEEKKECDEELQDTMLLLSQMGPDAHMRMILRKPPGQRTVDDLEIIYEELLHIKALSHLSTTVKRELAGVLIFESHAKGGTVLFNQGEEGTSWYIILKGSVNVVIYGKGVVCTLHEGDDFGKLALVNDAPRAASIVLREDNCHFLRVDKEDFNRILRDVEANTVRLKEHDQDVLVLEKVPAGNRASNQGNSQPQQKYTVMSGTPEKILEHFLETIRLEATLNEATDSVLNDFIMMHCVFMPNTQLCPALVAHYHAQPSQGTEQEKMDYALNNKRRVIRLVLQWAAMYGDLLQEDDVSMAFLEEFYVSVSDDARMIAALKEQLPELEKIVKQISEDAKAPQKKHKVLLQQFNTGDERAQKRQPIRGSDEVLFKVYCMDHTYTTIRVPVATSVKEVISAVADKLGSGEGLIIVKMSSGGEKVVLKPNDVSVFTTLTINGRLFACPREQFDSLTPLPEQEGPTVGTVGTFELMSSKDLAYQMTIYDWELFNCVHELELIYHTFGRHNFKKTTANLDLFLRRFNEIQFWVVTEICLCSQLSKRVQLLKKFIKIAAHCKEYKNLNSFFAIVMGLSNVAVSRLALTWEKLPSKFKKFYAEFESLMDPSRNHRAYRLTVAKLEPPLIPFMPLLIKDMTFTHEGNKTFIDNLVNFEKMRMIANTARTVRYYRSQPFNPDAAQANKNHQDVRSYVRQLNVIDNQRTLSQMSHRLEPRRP
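Setup: EPAC2 100 nM, labeled Rap1B complex 250 nM, free GDP 50 uM. Compound titrations pinned in, brief spin, 5 min room temperature incubation. Kinetic fluorescence read over 30 min, normalized to 6.5 mM cAMP.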
Numbers without * were called inactive; i = inactive; ? = inconclusive; / = not tested or not shown; [ ] = dose if it differs, or a comment. Unless noted, calls follow the shape of the dose curve; as a rule, active = well fitted curve in the direction sought with a large enough effect; inconclusive = small, poorly fitted or top-dose-only effect, or another doubt; inactive = no such curve, though single readings can be large; an effect the other way counts as inactive or inconclusive.

SMILES	Nrf2 activator	A549 tox	IL-2 act	ATXN2 expr inh	HepG2 viability	S2 tox	TGFb inhibitor	Nrf2 block	EPAC2 agonist
Cc1ccc(C2CC(c3ccccc3)=NN2C(=O)CSc2nnc(-c3ccncc3)n2C)o1 (stereo not given)	0.3%	-13%	-4.0	-4%	27%	i	5%	-10%	4%
Cc1cc2ccccc2c(=O)[nH]1	-0.1%	4%	0.6	-14%	4%	i	0%	?	3%
O=C(O)C1C2CCCCC2=C2CCCCC2C1C(=O)c1ccccc1 (stereo not given)	-0.5%	0%	-0.6	2%	-58%	i	-8%	1%	-2%
COc1ccc(S(=O)(=O)N2CCC(C(=O)N3CCc4ccccc4C3)CC2)cc1	-0.4%	-7%	-0.1	0%	2%	i	0%	-20%	7%
Cc1cc(S(=O)(=O)NCC(=O)O)ccc1F	-0.8%	-4%	-0.2	5%	9%	i	1%	3%	2%
O=C1/C(=C\c2ccc(Br)o2)SC(=Nc2ccccc2)N1c1ccccc1	-0.1%	?	0.2	-12%	4%	?	-19%	?	-5%
NC(=O)c1ccsc1NC(=O)COC(=O)CNC(=O)c1ccc(F)cc1	0.1%	-1%	-0.5	/	-3%	/	-22%	5%	1%
C=CCn1c(SCC(=O)Nc2ccc(NC(C)=O)cc2)nc2sc(C)c(C)c2c1=O	-1.8%	6%	2.1	-20%	-50%	i	?	6%	-1%
CN1CC(=O)N(CC(=O)N2N=C(c3ccc(Cl)cc3)CC2c2ccco2)C1=O (stereo not given)	-0.2%	1%	-0.7	-17%	2%	i	-18%	5%	5%
O=C1C2ON(c3ccc(Br)cc3)C(c3cccnc3)C2C(=O)N1C1CCCCC1 (stereo not given)	-0.7%	2%	-0.2	-8%	3%	i	-3%	/	-2%
COCCCNC(=O)c1cccc2c(-c3ccc(OC)cc3C)coc12	0.7%[9.22 µM]	/	-0.6	0%	-20%	?	-2%	/	22%
Cn1c(COc2ccccc2)nnc1SCC(=O)Nc1ccc(S(N)(=O)=O)cc1	0.4%	5%	1.9	5%	3%	i	8%	/	7%
COc1ccccc1NS(=O)(=O)c1ccc(N/N=C(\C)C(C)C)c([N+](=O)[O-])c1	0.0%	-7%	-0.2	-14%	-3%	i	?	?	16%
Cc1noc2ncnc(N3CCCC(C(=O)NCCC(C)C)C3)c12 (stereo not given)	0.1%	0%	/	-8%	-18%	i	?	23µM*	/
Cc1ccc(N2CCN(C(=O)N3CCOCC3)CC2)c(C)c1	-0.8%	6%	-3.0	-15%	-1%	i	0%	?	-4%
CC(C)N(c1ccccc1)c1ncnc(NCCC(=O)O)c1[N+](=O)[O-]	-0.4%	-13%	-2.2	5%	-34%	i	5%	-7%	-4%
Cc1cc(C)n(CCNC(=O)[C@H]2O[C@@H](n3cnc4c(N)ncnc43)[C@H](O)[C@@H]2O)n1	-0.5%	/	0.2	19%	-18%	i	12%	/	-15%
Cc1ccc2c(c1)C1(OCCO1)C(=O)N2	0.3%	-1%	-2.0	4%	-19%	i	18%	-10%	-5%
CC(=O)Nc1ccc(NC(=O)C2(C)Cc3c(-c4cccc(C(F)(F)F)c4)ccnc3O2)cc1 (stereo not given)	0.5%	/	0.8	-14%	-8%	i	6%	/	4%
COC(=O)c1ccc(N=NNc2ccccc2)cc1	0.4%	-16%	0.1	60%[activator]	-11%	i	-23%	?	3%
COc1ccc(NC(=O)CSc2nnc(Cc3ccccc3)o2)c(OC)c1	-0.8%	2%	-0.2	3%	-3%	i	-4%	10%	7%
COc1ccccc1Nc1ccc([N+](=O)[O-])cn1	4.1%	-11%	-0.4	25%	1%	?	1%	?	7%
Cn1c(CCc2ccc(N)cc2)nc2ccccc21	-0.9%	0%	0.5	-33%	1%	?	-5%	9%	13%
CC(=O)c1ccc(OCc2cn(CC(=O)c3ccc(O)cc3)nn2)c(C)c1	-0.1%	/	-1.7	12%	-1%	?	5%	/	7%
COC(=O)c1cc(S(=O)(=O)N2CCCCCC2)c[nH]1	0.3%	-1%	1.4	-3%	10%	i	20%	2%	8%
O=C(COc1ccc(S(=O)(=O)N2CCOCC2)cc1Cl)NCc1ccccn1	0.2%	-2%	-0.1	-1%	14%	i	4%	-2%	-5%
COc1cc(/C=C/C(=O)C2C(=O)C=C(C)OC2=O)cc(OC)c1O (stereo not given)	5.7%	-2%	5.9	2%	10%	i	30%[activator]	1%	3%
CC1CCCN(S(=O)(=O)c2csc(C(N)=O)c2)C1 (stereo not given)	3.1%	0%	0.2	/	4%	i	-1%	-23%	7%
CS(=O)(=O)N1CCCC(C(=O)Nc2c(F)cccc2F)C1 (stereo not given)	-0.5%	-1%	0.2	-20%	-1%	i	18%	-6%	3%
O=c1cc(CN2CCN(c3ccc(Cl)c(Cl)c3)CC2)c2ccccc2o1	0.3%	/	0.2	-10%	-23%	i	-20%	/	2%
Cc1ccc(S(=O)(=O)N2CC(C(=O)O)Oc3ccccc32)cc1 (stereo not given)	-0.2%	-6%	-0.1	-1%	2%	i	1%	0%	2%
c1ccc(-c2nnc3sc(-c4ccncc4)nn23)cc1	0.4%	-2%	-5.7	-4%	-4%	i	-5%	-27%	10%
Cc1csc(CN(C)C(=O)CC2C(=O)NCCN2Cc2ccc(Cl)c(F)c2)n1 (stereo not given)	-0.1%	10%	-1.7	2%	-2%	i	-7%	11%	-1%
CCn1c(C)cc(/C=C2/SC(=O)N(CC(=O)N3CCCC3)C2=O)c1C	2.6%	?	2.8	-1%	-2%	?	6%	-2%	2%
Cc1cc(=O)[nH]c(SCC(=O)Nc2nc(-c3ccccc3)cs2)n1	?	3%	-4.2	5%	-13%	i	18%	-19%	2%
Cc1ccc(Cn2c(=O)n(CCCCC(=O)NCc3ccc4c(c3)OCO4)c(=O)c3ccccc32)cc1	-1.0%	0%	/	-6%	-1%	i	-4%	19%	/
CCCCNC(=S)NNC(=O)c1nn(C)cc1Cl	0.4%	0%	-0.4	-12%	0%	i	9%	?	-1%
O=C(C1CCN(S(=O)(=O)c2cccc3cccnc23)CC1)N1CCN(c2ccccc2)CC1	0.0%	6%	-1.5	-14%	-1%	i	-24%	-6%	4%
Cc1sc2ncnc(N3CCC(C(=O)Nc4nc5ccc(Cl)cc5s4)CC3)c2c1C	3.9%	-1%	-2.4	61%[activator]	4%	?	0%	?	3%
CC1(O)C(=O)c2ccccc2N(c2ccccc2)C1=O (stereo not given)	10%	2%	6.1	4%	-1%	i	-1%	?	9%
COc1ccc(Oc2cc(C(F)(F)F)cnc2C(N)=O)cc1	-0.4%	12%	-0.5	1%	1%	i	10%	/	-7%
COC(=O)C1=C(O)CSC1=Nc1cccc(C(F)(F)F)c1	4.6%	/	1.0	4%	-17%	i	-2%	-18%	10%
O=C(CCCn1cncn1)N1CCCC(N2CCN(c3ccccc3F)CC2)C1 (stereo not given)	0.1%	5%	-2.4	-3%	9%	i	11%	9%	7%
CC(=O)c1cccc(-c2ccnc3c2CC(C(=O)NCc2ccco2)O3)c1 (stereo not given)	0.0%[9.22 µM]	/	-0.2	-11%	-31%	?	9%	/	3%
CCOc1ccc(OCCSc2nc3ccccc3o2)cc1	1.0%	-4%	-0.1	8%	1%	i	14%	0%	6%
O=C(Nc1ccccc1C(=O)O)c1ncn[nH]1	-0.3%	-6%	-4.5	-3%	7%	i	-3%	2%	5%
C=CCOc1c(Cl)cc(CNCCCN2CCOCC2)cc1OC	2.6%	-8%	-0.3	-7%	-6%	i	-3%	1%	4%
CN(c1ccccc1)S(=O)(=O)c1ccc(NC(=O)c2ccco2)cc1	2.3%	3%	1.4	34%	-6%	i	16%	21%	8%

Fetched one by one from the entries so far:
SMILES	Nrf2 activator	A549 tox	IL-2 act	ATXN2 expr inh	HepG2 viability	S2 tox	TGFb inhibitor	Nrf2 block	EPAC2 agonist
COc1ccc(Oc2cc(C(F)(F)F)cnc2C(N)=O)cc1	-0.4%	12%	-0.5	1%	1%	i	10%	/	-7%
C=CCOc1c(Cl)cc(CNCCCN2CCOCC2)cc1OC	2.6%	-8%	-0.3	-7%	-6%	i	-3%	1%	4%
CC1(O)C(=O)c2ccccc2N(c2ccccc2)C1=O (stereo not given)	10%	2%	6.1	4%	-1%	i	-1%	?	9%
CC(=O)c1cccc(-c2ccnc3c2CC(C(=O)NCc2ccco2)O3)c1 (stereo not given)	0.0%[9.22 µM]	/	-0.2	-11%	-31%	?	9%	/	3%

(cont.)
SMILES	Nrf2 activator	A549 tox	IL-2 act	ATXN2 expr inh	HepG2 viability	S2 tox	TGFb inhibitor	Nrf2 block	EPAC2 agonist
O=C(NCCN1CCC(n2c(=O)[nH]c3ccccc32)CC1)N1c2ccccc2Sc2ccccc21	12%	/	0.3	5%	/	i	/	/	9%
CCOc1ccc(/C=N/OCC(=O)Nc2ccc3c(c2)OCO3)cc1	0.0%	0%	0.1	7%	6%	?	-3%	-9%	16%
COc1ccc(-c2noc(-c3ccccc3-c3ccccc3)n2)cc1	-0.4%	1%	-2.8	-3%	-4%	i	17%	?	6%
O=C(CNC(=O)c1ccccc1F)NC1CCN(Cc2ccccc2)CC1	1.7%	0%	-0.2	-13%	14%	i	6%	-4%	6%
CCn1c(CNC(=O)c2cc(OC)c(OC)c(OC)c2)cc2cc(C)ccc21	4.8%	-7%	-7.2	28%	-36%	i	-21%	?	-2%
